ATXN viability = viability counter-screen for ATXN expression inhibitors; S2 cells (HEK-293 line with an ATXN2-luciferase reporter) viability, CellTiter-Fluor protease fluorescence, 24 h; Potency, µM (series often up to 56.7 µM), usual class: cytotoxic; actives 0.49% (n = 400,000); AID 651635; further: potency means the concentration at half of the fitted maximal effect; nearly all actives have a fitted effect of over 40% in size
IL-2 act = IL-2 activation | activation, % (series mostly up to about 46 µM) | actives 0.065% (n = 360,000) | IL-2 activation reporter assay, cell-based qHTS; stimulated with anti-CD3/CD4/CD28 beads; in transgenic mouse T cells | AID 652025; in the data active means activation above about 50%; inconclusive means mostly about 30% to 49%; further: 0% is about no effect
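Readout is EGFP and DsRed signal by fluorescent plate cytometry after 18 h at 37 degrees C. Transgenic mouse T cells (750/well) received compound for 60 min before bead stimulation (anti-CD3, anti-CD4, anti-CD28); memory T cells served as non-tolerant control.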
Nrf2 activator = activates Nrf2 signaling. AREc32 ARE-luciferase reporter (MCF7-derived line), luminescence, 24 h. Potency, µM (titrated, usually from 46.1 µM), without a hit: at the highest dose activation, usual class: activators. actives 0.31% (n = 410,000). AID 624171; further: potency means the concentration at half of the fitted maximal effect; % of control where 0% means no effect; nearly all actives have a fitted effect of over 65% in size
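Steps: seed AREc32_Fluc cells (1000/well, 5% FBS OPTI-MEM); incubate overnight at 37 deg C; add 23 nL compound; incubate 24 hr; add Steady-Glo; hold 30 min RT; read luminescence.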
EPAC2 ag = activates human EPAC2 exchange factor. actives 0.079% (n = 360,000). AID 720711. Potency, µM (highest dose often 154 µM), inactives show at the top dose activation, most hits filed as activators. EPAC2 activation, biochemical qHTS; response scale: 100% = 6.5 mM cAMP response. Q8WZA2; further: potency means the concentration at half of the fitted maximal effect; nearly all actives have a fitted effect of over 50% in size
Target sequence (Q8WZA2 whole entry, looked up): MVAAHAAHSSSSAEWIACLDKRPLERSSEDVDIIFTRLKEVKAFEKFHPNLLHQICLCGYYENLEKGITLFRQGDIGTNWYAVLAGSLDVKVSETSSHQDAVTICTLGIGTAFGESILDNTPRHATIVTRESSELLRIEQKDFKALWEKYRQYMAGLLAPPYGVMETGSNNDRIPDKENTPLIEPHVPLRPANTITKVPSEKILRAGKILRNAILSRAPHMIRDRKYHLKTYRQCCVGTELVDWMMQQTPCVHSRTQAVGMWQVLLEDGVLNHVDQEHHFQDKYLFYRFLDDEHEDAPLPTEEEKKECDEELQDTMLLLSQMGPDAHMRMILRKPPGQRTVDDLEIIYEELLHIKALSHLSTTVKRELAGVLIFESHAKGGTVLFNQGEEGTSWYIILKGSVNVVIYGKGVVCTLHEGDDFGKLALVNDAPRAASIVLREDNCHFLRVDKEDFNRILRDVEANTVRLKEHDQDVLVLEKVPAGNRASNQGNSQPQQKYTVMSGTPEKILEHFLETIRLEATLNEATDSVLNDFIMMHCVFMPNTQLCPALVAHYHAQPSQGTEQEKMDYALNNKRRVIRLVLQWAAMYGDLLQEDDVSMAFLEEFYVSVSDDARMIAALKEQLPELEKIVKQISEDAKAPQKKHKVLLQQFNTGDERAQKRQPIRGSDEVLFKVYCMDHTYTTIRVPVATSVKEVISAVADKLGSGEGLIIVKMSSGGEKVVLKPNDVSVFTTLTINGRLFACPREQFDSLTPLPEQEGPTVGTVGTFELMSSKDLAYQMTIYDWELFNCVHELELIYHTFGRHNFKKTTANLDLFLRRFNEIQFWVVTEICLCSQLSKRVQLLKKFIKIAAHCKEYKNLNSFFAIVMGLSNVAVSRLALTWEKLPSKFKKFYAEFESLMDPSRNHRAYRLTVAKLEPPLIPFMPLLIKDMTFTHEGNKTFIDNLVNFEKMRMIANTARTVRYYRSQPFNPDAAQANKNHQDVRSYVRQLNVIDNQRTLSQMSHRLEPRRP
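Nucleotide exchange monitored as fluorescence drop when BODIPY-GDP leaves Rap1B. Reaction: 100 nM EPAC2, 250 nM RAP1B-BODIPY-GDP, 50 uM GDP, room temperature, kinetic read over 30 min. Activity expressed relative to 6.5 mM cAMP.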
ATXN2 expr inh = inhibitors of ATXN2 expression | HEK-293 ATXN2-luciferase reporter, luminescence, 24 h | Potency, µM (doses to about 57 µM), inactives show top-dose activity change, negative = inhibition, most hits filed as inhibitors | actives 0.72% (n = 360,000); further: potency means the concentration at half of the fitted maximal effect; on the % scale 0 is the no-effect control and ±100 the full control effect; nearly all actives have a fitted effect of over 55% in size
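ATXN2-luciferase reporter cells (luciferase flanked by upstream and downstream ATXN2 gene portions) were treated 24 h at 37 °C with compounds at up to 57 uM. SteadyGlo luminescence gave expression; GF-AFC fluorescence gave viability.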
A549 viability = A549 cytotoxicity, counter-screen for Nrf2 inhibitors. AID 504648. actives 0.16% (n = 390,000). Potency, µM (titrated, usually from 46 µM), for the others: top-dose activity change, negative = cytotoxicity, actives largely listed as inhibitors. A549 ARE-Fluc cells, CellTiter-Fluor viability, 18-24 h; further: potency means the concentration at half of the fitted maximal effect; on the % scale 0 is the no-effect control and ±100 the full control effect
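A549 ARE_Fluc cells in 5% FBS OPTI-MEM were exposed to compounds in concentration-response for 18-24 h at 37 deg C. Viability was read by CellTiter-Fluor fluorescence (Ex 405/Em 525) after 30 min, before the luciferase read.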
TGFb SMAD3 inh = blocks TGF-b signaling | HepG2 CAGA-GFP TGF-b/SMAD3 reporter, GFP fluorescence, 18 h; TGF-beta stimulated, 500 pg/mL final | Potency, µM (titrated, usually from 46.1 µM), without a hit: at the highest dose activity, negative = inhibition, actives largely listed as inhibitors | actives 1.2% (n = 410,000); further: potency means the concentration at half of the fitted maximal effect; on the % scale 0 is the no-effect control and ±100 the full control effect; nearly all actives have a fitted effect of over 65% in size
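GFP signal (ex488/em500-530) from TGF-beta-stimulated HEPG2 CAGA-GFP cells, 500 pg/mL final, 18 h at 37 degrees C in DMEM plus 1% FBS, normalized to unstimulated and DMSO-stimulated controls.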
Nrf2 inh = blocks Nrf2 signaling | Potency, µM (highest dose often 46 µM), without a hit: at the top dose activity change, negative = inhibition, usual class: inhibitors | A549 ARE-Fluc reporter, luciferase luminescence, 18-24 h | actives 2.1% (n = 360,000); further: potency means the concentration at half of the fitted maximal effect; on the % scale 0 is the no-effect control and ±100 the full control effect; nearly all actives have a fitted effect of over 60% in size
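In this cell-based qHTS, ARE-driven firefly luciferase in A549 cells reports Nrf2 activity; the luminescent signal after BugLite lysis is the measured value, with a prior CellTiter-Fluor read for cell health.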
HepG2 viability = kills HepG2 cells in TGF-b inhibitor counter-screen; HepG2 CAGA-GFP viability, ATP luminescence, 18 h; Potency, µM (top dose mostly 46.1 µM), inactives show at the top dose activity change, negative = cytotoxicity, actives largely listed as cytotoxic; actives 0.76% (n = 410,000); further: potency means the concentration at half of the fitted maximal effect; some results filed as inactive show a strong effect at the top dose
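HepG2 CAGA-GFP cells (1000/well, DMEM with 1% FBS) received compound, then TGF-beta at 500 pg/mL final, and were incubated 18 hours at 37 degrees C. Viability was read by CellTiter-Glo luminescence. Media-only wells were set as complete cell-killing and DMSO as no toxicity.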
* = called active by the depositor; i = inactive; ? = inconclusive; / = not tested or not shown; [ ] = another dose, or the depositor's remark. Unless noted, the call rests on the fitted dose curve; in most records, active means well fitted curve in the direction sought with a large enough effect; inconclusive means small, poorly fitted or top-dose-only effect, or another doubt; inactive means no such curve, though single readings can be large; an effect the other way counts as inactive or inconclusive.

Values run as follows: ATXN viability, IL-2 act, Nrf2 activator, EPAC2 ag, ATXN2 expr inh, A549 viability, TGFb SMAD3 inh, Nrf2 inh, HepG2 viability
NC(=O)COC(=O)/C=C/c1ccc2ccccc2n1
 : i, -0.2, 15.8µM*, 2.0%, -10.3%, 3.2%, ?, -17.2%, -4.4%
CC(=O)c1c(NC(=O)c2ccccc2)[nH]c(-c2ccccc2)nc1=S
 : i, -0.7, 13.0%, 9.6%, -2.6%, 2.0%, 17.0%, 1.6%, 0.4%
O=C(C[n+]1ccc(-c2nnc3n2CCC3)cc1)c1ccc(Cl)c(Cl)c1
 : i, -2.2, 0.6%, 11.8%, -1.9%, -0.7%, ?, 0.4%, 3.7%
O=C(Nc1ccncc1)Nc1cc(Cl)ccc1Cl
 : i, -3.7, -0.2%, 18.3%, -26.2%, 3.5%, -5.9%, -2.4%, -7.5%
Cc1ccc(Cn2c(CNC(=O)c3ccc(Cl)c([N+](=O)[O-])c3)nc3cccnc32)cc1
 : /, /, 10.3%, /, /, -6.6%, ?, /, -25.4%
COc1cc(C=O)ccc1OCc1c(C)noc1C
 : i, -0.3, -0.4%, 6.6%, -1.2%, /, -3.6%, 5.4%, 1.4%
CC(C)C(=O)Nc1c(-c2ccccc2)c(=O)c2ccccc2n1C
 : i, -0.5, -0.2%, 12.2%, -6.7%, 1.0%, 0.6%, -0.5%, -0.1%
N#CC1(NC(=O)CN2C(=O)c3ccc([N+](=O)[O-])cc3C2=O)CCCCC1
 : i, -2.3, 0.4%, -4.5%, 0.7%, -0.8%, -6.5%, 3.5%, -1.6%
O=[N+]([O-])c1cc(S(=O)(=O)NC2=NCCCCC2)ccc1NCC1CCCCC1
 : ?, 0.5, 4.5%, 16.7%, -16.6%, ?, ?, ?, -36.1%
N#C/C(=C\c1ccncc1)c1nc2c(s1)CCCC2
 : /, -0.4, 7.5%, -0.7%, /, 20.0%, -24.4%, -2.7%, -22.5%
COc1cc(/C=N/NC(=O)c2ccc(-c3ccccc3)cc2)cc(OC)c1OC
 : i, -3.2, 4.6%, 9.3%, -14.8%, 0.7%, -9.7%, ?, -27.2%
COc1ccc(C(=O)COc2ncnc3cc(Cl)ccc23)cc1
 : i, 0.2, -0.6%, -7.3%, -3.3%, -3.5%, -12.1%, -0.2%, 12.7%
Nc1nonc1-c1nc2ccccc2n1CC(=O)Nc1ccccc1C(=O)O
 : i, /, -0.3%, /, 40.4%[activator], -5.9%, 0.5%, 11.9%, -3.6%
CCN(C[C@H]1N[C@@](C)(C(=O)OC)[C@H]2C(=O)N(Cc3ccccc3)C(=O)[C@@H]12)C(=O)c1ccc(F)cc1
 : i, 0.1, -1.1%, 6.2%, 11.0%, -1.1%, ?, 5.5%, -1.5%
COc1ccc(OC)c(NC(=O)c2ccc(-c3cccs3)cc2)c1
 : i, -0.3, ?, 7.1%, 0.5%, -0.4%, 2.1%, ?, -3.0%
Nc1c(C(=O)Nc2ccc(OC(F)(F)F)cc2)nnn1Cc1ccccc1
 : ?, /, -1.0%, /, 8.9%, -8.9%, -6.9%, 1.4%, -6.1%
COc1ccccc1/C=C/C(=O)NCc1cccnc1
 : i, -0.2, 1.5%, 10.8%, 0.0%, 1.1%, 18.6%, -3.4%, -5.1%
Cc1nnc2c3ccccc3c(-c3cccs3)nn12
 : i, -0.9, 13.6%, -8.9%, 48.4%[activator], 2.9%, -4.3%, ?, -19.5%
CCn1c(SCC(=O)NC(=O)c2ccccc2OC)nc2ccccc21
 : i, -2.4, 4.1%, -5.0%, 8.3%, 0.3%, 0.0%, -1.4%, 0.8%
CC(C)CN(CC(C)C)CC(O)COc1ccc([N+](=O)[O-])cc1 (stereo not drawn)
 : i, -5.1, -0.4%, -1.0%, -18.0%, -4.1%, -18.5%, 8.4%, 1.6%
CCCc1[nH]nc2c1C(c1ccoc1)C(C#N)=C(N)O2 (stereo not drawn)
 : ?, -2.9, 6.5%, 2.3%, 4.4%, -7.5%, -23.7%, 6.4%, -23.4%
COc1cccc(/C=C/C(=O)NNC(=O)c2ccco2)c1OC
 : i, -0.7, 0.2%, 5.3%, -1.4%, 10.5%, 2.9%, 7.7%, -2.0%
O=c1[nH]c(S)nc2sc3c(c12)CCCC3
 : i, -1.4, 2.2%, 8.1%, 2.3%, -0.6%, -4.4%, 5.1%, 27.2%

Filtered by structure, the entries above containing four or more nitrogen atoms
Values run as follows: ATXN viability, IL-2 act, Nrf2 activator, EPAC2 ag, ATXN2 expr inh, A549 viability, TGFb SMAD3 inh, Nrf2 inh, HepG2 viability
O=C(C[n+]1ccc(-c2nnc3n2CCC3)cc1)c1ccc(Cl)c(Cl)c1
 : i, -2.2, 0.6%, 11.8%, -1.9%, -0.7%, ?, 0.4%, 3.7%
Cc1ccc(Cn2c(CNC(=O)c3ccc(Cl)c([N+](=O)[O-])c3)nc3cccnc32)cc1
 : /, /, 10.3%, /, /, -6.6%, ?, /, -25.4%
N#CC1(NC(=O)CN2C(=O)c3ccc([N+](=O)[O-])cc3C2=O)CCCCC1
 : i, -2.3, 0.4%, -4.5%, 0.7%, -0.8%, -6.5%, 3.5%, -1.6%
O=[N+]([O-])c1cc(S(=O)(=O)NC2=NCCCCC2)ccc1NCC1CCCCC1
 : ?, 0.5, 4.5%, 16.7%, -16.6%, ?, ?, ?, -36.1%
Nc1nonc1-c1nc2ccccc2n1CC(=O)Nc1ccccc1C(=O)O
 : i, /, -0.3%, /, 40.4%[activator], -5.9%, 0.5%, 11.9%, -3.6%
Nc1c(C(=O)Nc2ccc(OC(F)(F)F)cc2)nnn1Cc1ccccc1
 : ?, /, -1.0%, /, 8.9%, -8.9%, -6.9%, 1.4%, -6.1%
Cc1nnc2c3ccccc3c(-c3cccs3)nn12
 : i, -0.9, 13.6%, -8.9%, 48.4%[activator], 2.9%, -4.3%, ?, -19.5%
CCCc1[nH]nc2c1C(c1ccoc1)C(C#N)=C(N)O2 (stereo not drawn)
 : ?, -2.9, 6.5%, 2.3%, 4.4%, -7.5%, -23.7%, 6.4%, -23.4%
